TAG inh – triacylglycerol accumulation inhibition. H9c2 cells, Nile Red lipid (TAG) fluorescence; cells loaded with 200 µM oleic acid. 0.66% of 230,000 active. inhibition, % at 12.5 µM. AID 651582;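 active means pattern-corrected inhibition of lipid staining of at least 50% with the nuclear-stain viability signal not falling by more than 50%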;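 further: 0% = DMSO wells and 100% = triacsin C control wells; some results filed as inactive read as strong as hits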
TAG inh DAPI viability – second read-out of TAG inh, no call of its own (marks repeat the call); DAPI nuclei signal change (viability), lower = more cytotoxic, %;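 whole-well DAPI fluorescence read on a plate reader as a viability signal; minus 50 percent equals half of cells still viable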
* hit, by the source's call.

SMILES	TAG inh	TAG inh DAPI viability
O=C(Nc1sc2c(c1C(=O)O)CCCCC2)c1ccccc1	12	-7
O=C(COC(=O)c1cc[n+]([O-])cc1)Nc1cccc(Br)c1	17	3
COc1ccccc1-c1nnc(Nc2nc3c(OC)cccc3s2)o1	67*	-14*
Cc1cccc(N2CCN(CC(O)COc3ccccc3)CC2)c1 (configuration not stated)	4	9
CC(O)CNc1ccc(-c2nn(C)c(=O)c3ccccc23)cc1[N+](=O)[O-] (configuration not stated)	-2	4
Cc1ccc(S(=O)(=O)Oc2ccccc2/C=C2\SC(=O)NC2=O)cc1	4	-6
CC1(Oc2ccc(-n3ccnc3)cc2)CCN(Cc2cccn2-c2nccs2)C1 (configuration not stated)	-2	15
Cc1ccc(NS(=O)(=O)c2ccc(OCC(N)=O)cc2)cc1	7	-9
Cn1c(-c2ccc(Br)o2)nc2ccccc21	7	-11
COc1ccccc1C(=O)CN1C(=O)NC2(CCCc3ccccc32)C1=O (configuration not stated)	7	-12
O=C(NC(=S)Nc1ccccc1)C1CCCCC1	9	-6
O=C(Nc1ccc2nn(-c3ccc(F)cc3)nc2c1)c1cccnc1	-26	20
O=C(CCN1C(=O)C2C3CCC(C3)C2C1=O)Nc1ccccc1Cl (configuration not stated)	-6	0
Cc1cc(C)cc(N(C(=O)c2sc(C)nc2C)C(C(=O)NC(C)(C)C)c2ccncc2)c1 (configuration not stated)	4	-1
O=C(Nc1ccccc1F)Nc1ccccc1N1CCCCC1	12	1
O=C(O)CN(Cc1ccco1)S(=O)(=O)c1ccccc1	12	-3
CCOc1ccc(N(CC(=O)NCC2CCCO2)C(=O)CCC(=O)Nc2nccs2)cc1 (configuration not stated)	14	-11
CC[C@@]1(C(=O)OC)N[C@H](CN(C)C(=O)COc2ccccc2)[C@@H]2C(=O)N(C)C(=O)[C@@H]21	-8	-2
FC(F)(F)c1ccncc1-c1nnc(C2CCCCC2)o1	4	-7
O=C(NOCc1ccccc1)c1ccc([N+](=O)[O-])cc1	2	-1
COc1ccc(C(=O)NNC(=O)C(NC(=O)c2cc(OC)cc(OC)c2)C(C)C)cc1 (configuration not stated)	-3	-11
Cc1ccc(S(=O)(=O)NCCC(=O)NCC(c2ccc(F)cc2)N2CCOCC2)cc1 (configuration not stated)	-20	7
Cc1cccc(-n2c(SCC(=O)c3c(N)n(C4CC4)c(=O)[nH]c3=O)nnc2N2CCOCC2)c1	7	-2
CCN(CC)c1ccc(/C=N/NC(=S)NCc2ccc(OC)cc2)cc1	-13	38
CC1(C)Cc2cccc(OCC(=O)OCC(=O)Nc3cccc(S(N)(=O)=O)c3)c2O1	13	-6
COc1ccc(NC(=O)c2cc([N+](=O)[O-])ccc2O)cc1	-31	6
CN(Cc1ccc(Cl)cc1Cl)C(=O)CCNC(=O)c1ccco1	-1	0
CCN(CC(=O)Nc1sc2c(c1C#N)CCCC2)CC(=O)NC1CCS(=O)(=O)C1 (configuration not stated)	-10	7
CCN(C(=O)COC(=O)CSc1ccc(C)c(C)c1)C1CCS(=O)(=O)C1 (configuration not stated)	1	1
CC(C)CC1C(C#N)=C(N)OC2=C1C(=O)CC(c1ccccc1)C2 (configuration not stated)	5	4

Of the compounds above, these have an aryl methoxy group.
SMILES	TAG inh	TAG inh DAPI viability
COc1ccccc1-c1nnc(Nc2nc3c(OC)cccc3s2)o1	67*	-14*
COc1ccccc1C(=O)CN1C(=O)NC2(CCCc3ccccc32)C1=O (configuration not stated)	7	-12
COc1ccc(C(=O)NNC(=O)C(NC(=O)c2cc(OC)cc(OC)c2)C(C)C)cc1 (configuration not stated)	-3	-11
CCN(CC)c1ccc(/C=N/NC(=S)NCc2ccc(OC)cc2)cc1	-13	38
COc1ccc(NC(=O)c2cc([N+](=O)[O-])ccc2O)cc1	-31	6

(continued)
SMILES	TAG inh	TAG inh DAPI viability
C=CCN1C(=O)C(O)(CC(=O)c2ccc(N)cc2)c2ccccc21 (configuration not stated)	-20	14
CC1CC(C)CN(C(=O)COC(=O)COc2ccccc2C#N)C1 (configuration not stated)	3	-1
O=C(Nc1nc2ccccc2s1)c1ccccc1	8	5
CC(=O)Nc1ccc(C(=O)NNC(=O)C2C3CCCCC32)cc1 (configuration not stated)	-15	-1
Cc1ccc(N=CNc2ccc(C)cc2C)c(C)c1	2	4
CC(C)c1ccccc1NC(=O)C1CN(S(=O)(=O)c2ccccc2)CCN1S(=O)(=O)c1ccccc1 (configuration not stated)	-12	4
O=C(CNC(=O)c1nc[nH]c1C(=O)N1CCN(c2ccccc2)CC1)OCc1ccccc1	-11	3
COc1ccc(OC)c(-n2nnnc2SCC(=O)Nc2cc(C)ccc2OC)c1	-16	9
O=C(N/N=C/C=C/c1ccc2c(c1)OCO2)C(O)c1ccccc1 (configuration not stated)	-2	8
COc1cc(/C(C#N)=C/c2ccccc2)c([N+](=O)[O-])cc1OC	18	-12

Molecules listed so far with an aryl thioether with sulfur outside any ring, in the order listed:
SMILES	TAG inh	TAG inh DAPI viability
Cc1cccc(-n2c(SCC(=O)c3c(N)n(C4CC4)c(=O)[nH]c3=O)nnc2N2CCOCC2)c1	7	-2
CCN(C(=O)COC(=O)CSc1ccc(C)c(C)c1)C1CCS(=O)(=O)C1 (configuration not stated)	1	1
COc1ccc(OC)c(-n2nnnc2SCC(=O)Nc2cc(C)ccc2OC)c1	-16	9

(continued)
SMILES	TAG inh	TAG inh DAPI viability
Cc1cc(OCC(=O)N2CCCC2)cc(C)c1Cl	19	-5
O=C1C(Cl)=C(N2CCOCC2)C(=O)N1c1cccc(C(F)(F)F)c1	2	-9
C=CCNC(=O)c1cccc2c1C(=O)c1ccc(N3CCOCC3)cc1S2(=O)=O	-1	6
Cc1ccccc1NC(=S)N1CCC(NC(=O)c2ccco2)CC1	-15	-4
CCc1ccc(OCc2nnc(SCCN3CCOCC3)n2CC)cc1	16	8
O=c1cc(/N=C/c2coc3c(ccc4ccccc43)c2=O)[nH]c(=S)[nH]1	1	7
COP(=O)(OC)C(=NNS(=O)(=O)c1ccc(C)cc1)c1ccccc1	-2	-18
Cc1ccc(OCc2nnc(SCC(=O)NCc3ccco3)n2C)cc1	1	-6
O=C(NCc1ccccc1)c1nnc(CS(=O)(=O)c2ccccc2)o1	8	-6
Cc1c(C)n(CC(O)CN2CCCCC2)c2ccccc12 (configuration not stated)	6	7
CC1(/[N+]([O-])=C\c2ccccc2F)CCCCC1=O (configuration not stated)	5	-3
Cc1cc(Br)cc(Br)c1OCC(=O)NNC(=O)Nc1ccccc1	-5	-3
CC(C)(C)C(=O)/C=C(\N)c1ccncc1	-20	-3
Cc1ccc(CNC(=O)CN(Cc2ccccc2)S(C)(=O)=O)cc1	19	4
CN(Cc1cc2ccccc2[nH]c1=O)C(=O)C1CCCCC1	-6	-8
Cc1ccc(C(c2nnnn2CS(=O)(=O)c2ccc(C)cc2)N2CCC(C(N)=O)CC2)cc1 (configuration not stated)	-18	-6
COc1ccc(/C=N/Nc2ccccn2)cc1O	3	-12
O=C(Nc1ccccc1F)C1C2C=CC3(O2)C1C(=O)N(c1cccnc1)C3C(=O)NC1CCCCC1 (configuration not stated)	8	-8
CCCCOC(=O)C1C2CCC(O2)C1C(=O)OCC (configuration not stated)	-16	6
Cc1ccc(S(=O)(=O)N2CCCC(C(=O)N3CCN(c4ccccc4)CC3)C2)cc1 (configuration not stated)	-12	-1
CC(C)(C)c1ccc(C(O)c2ncc(-c3cccc(F)c3)[nH]2)cc1 (configuration not stated)	-24	2
CC1(C(=O)NS(=O)(=O)c2ccc(Cl)cc2)CCN1C(=O)Cc1cc(F)ccc1F (configuration not stated)	6	1
Cc1ccc2c(c1)NC(=O)c1cc([N+](=O)[O-])ccc1O2	1	-4
CCN(CC)CCSc1nnc(Nc2ccccc2)n1-c1ccccc1	9	-8
O=C(O)c1cc2nc(-c3ccccc3)cc(-c3ccccc3)n2n1	-6	10
CCC(=O)c1ccc(OCC(=O)NCCCN2CCOCC2)cc1	2	2
O=C(/N=C1/c2ccccc2CN1c1ccccc1)Nc1ccccc1	-7	5
COc1ccc2c(CC#N)c[nH]c2c1	-14	6
O=C(CN1CCN(c2nc(-c3ccccc3)cs2)CC1)NNC(=O)c1ccco1	-9	-9
O=C(CN1C(=O)NC2(CCc3ccccc32)C1=O)Nc1ccc(Br)cc1F (configuration not stated)	4	-4

5 structures from above, sorted by SMILES length, lowest first.
SMILES	TAG inh	TAG inh DAPI viability
O=C(Nc1nc2ccccc2s1)c1ccccc1	8	5
O=C(Nc1ccc2nn(-c3ccc(F)cc3)nc2c1)c1cccnc1	-26	20
O=C(N/N=C/C=C/c1ccc2c(c1)OCO2)C(O)c1ccccc1 (configuration not stated)	-2	8
Cc1ccc(S(=O)(=O)NCCC(=O)NCC(c2ccc(F)cc2)N2CCOCC2)cc1 (configuration not stated)	-20	7
Cc1ccc(C(c2nnnn2CS(=O)(=O)c2ccc(C)cc2)N2CCC(C(N)=O)CC2)cc1 (configuration not stated)	-18	-6

(continued)
SMILES	TAG inh	TAG inh DAPI viability
CC(CNC(=O)CN1C(=O)NC2(CCCCC2)C1=O)c1ccccc1 (configuration not stated)	-11	11
Cc1onc(-c2ccccc2)c1C(=O)OCC(=O)NC(C)c1ccc(Cl)cc1 (configuration not stated)	-22	0
COc1ccc(NC(=O)CN(C)C(=O)C(C)Oc2ccc(Br)cc2)cc1 (configuration not stated)	9	-11
CCC(CO)Oc1cc(NC(=O)Cc2ccccc2F)c2ncn(C(C)C)c2c1 (configuration not stated)	2	1
COc1ccc(OCCC(=O)NC2CCCCC2)cc1	-13	12
O=C(NCC1CC1)C1Cc2c(-c3cccc(F)c3)ccnc2O1 (configuration not stated)	-3	-1
CC(C)c1ccc(NC2CCCN(C(=O)c3cccnc3)C2)cc1 (configuration not stated)	-2	-4
CC(=O)N/C(=C/C(C)C)c1ccccc1	1	-10
COc1ccc(CN(CC(=O)NCc2ccco2)C(=O)CCC(=O)Nc2ccccn2)cc1	-1	-7
CCc1ccc(-c2nc(SCC(=O)N(CCOC)c3c(N)n(Cc4ccccc4)c(=O)[nH]c3=O)n[nH]2)cc1	10	-8

The closing 2 compounds of the part above lead into the next.
SMILES	TAG inh	TAG inh DAPI viability
COc1ccc(CN(CC(=O)NCc2ccco2)C(=O)CCC(=O)Nc2ccccn2)cc1	-1	-7
CCc1ccc(-c2nc(SCC(=O)N(CCOC)c3c(N)n(Cc4ccccc4)c(=O)[nH]c3=O)n[nH]2)cc1	10	-8
COC(=O)c1ccc(-n2cnc3ccccc32)nc1	12	-17
Fc1ccccc1COc1ccc(/C=N/n2cnnc2)cc1	21	-15
CCOC(=O)C1CCCN(c2oc(-c3ccc(F)cc3)nc2C#N)C1 (configuration not stated)	5	-1
O=C(Nc1ccc2c(c1)OCCO2)c1ccccn1	-6	2
O=C(CSc1n[nH]c(=O)n1-c1cccnc1)Nc1ccccc1Cl	3	5
C=CCn1c(C)cc(C2=NNC(=Nc3ccc(C)cc3)SC2)c1C	7	3
Cc1nccn1-c1c2c(c(C#N)c3nc4ccccc4n13)CCCC2	-12	7
CC(Sc1ccc(Cl)cc1)C(=O)N(C)CC(=O)Nc1ccc(N2CCOCC2)cc1 (configuration not stated)	4	0
OCCC1CN(Cc2cccc3nccnc23)CCN1Cc1ccc(F)cc1 (configuration not stated)	-6	0
Cc1ccc(/C=N/NC(=O)c2cccc(S(=O)(=O)Nc3cccc(Cl)c3)c2)o1	12	1
O=C1c2ccccc2C(=O)N1CCCCSc1nc2ccccc2c(=O)n1CCCN1CCOCC1	-30	14
CCOC(=O)Cc1nnc(NC(=O)CSc2nnc3c4ccccc4n(C(C)C)c3n2)s1	11	-5
CCOC(=O)C1C(c2cccnc2)NC(=O)NC1(O)C(F)(F)F (configuration not stated)	2	5
O=C(COC(=O)CC1CCCC1)Nc1ccc(OC(F)F)cc1	-26	10
CCCCNc1c(-c2cccc(-c3cc(C(C)=O)cs3)c2)nc2cc(C)ccn12	-6	26
CCN(CC)CCNC(=O)c1cc2c(-c3ccc(Cl)cc3)nn(C)c2s1	65*	68*
CC(OC(=O)C1=Cc2ccccc2OC1)C(=O)NCC1CCCO1 (configuration not stated)	5	-8
CCn1c(O)c(/C=N/NC(=O)c2ccncc2)c(=O)n(CC)c1=S	8	5
O=C(CN1C(=O)c2cccc3cccc1c23)Nc1ccccc1C(=O)NCc1ccco1	10	-6
O=C(CCC(=O)NCCO)NCCO	4	-12
CC1(C(=O)NS(=O)(=O)c2ccc(F)cc2F)CCN1C(=O)Cc1ccc(-c2ccccc2)cc1 (configuration not stated)	11	-5
COCCSc1nnc(NC(=O)c2ccc(OC)c([N+](=O)[O-])c2)s1	9	-11
CC1CCCC(NC(=O)COC(=O)c2ccc(Br)o2)C1C (configuration not stated)	2	0
C[C@H](CS)C(=O)N1CCC[C@H]1C(=O)O	0	-9
Cc1ccc(-c2nc(Nc3ccccc3)n[nH]2)cc1	-9	-13
COc1ccc(-n2c(-c3ccccc3)nc(=S)c3c2CCCC3)cc1	-6	-5
CCS(=O)c1ccccc1C(=O)OCC(=O)Nc1ccc2ccccc2c1 (configuration not stated)	3	-5
CCOC(=O)C1(C#N)Cc2ccccc2C1	-8	-2
Cc1ccc(NC(=O)CN(C)C(=O)CSc2ccccc2F)cc1	-10	-11
Nc1nc2nc(-c3ccc(F)cc3)cc(C(F)(F)F)n2n1	4	10
COc1ccc(-c2cc(CCCC(=O)N3CCN(c4ccc(OC)cc4)CC3)no2)cc1	-20	7
Cc1cc(Nc2ccc(C)c(Br)c2)n2nc(C)nc2n1	22	-8
O=C1c2cccnc2C(=O)N1CO	-8	10
CCCCNC(=O)CSc1nc(O)cc(=O)n1C1CCCC1	11	-7
Cc1ccc(NS(=O)(=O)c2sc3ccc(Cl)cc3c2C)cc1	-16	4
O=C(c1cccc(F)c1)N1CCC(c2nc3ccccc3s2)CC1	-17	3
CN(C)S(=O)(=O)c1ccc(NC(=O)CN2CCCc3ccccc32)cc1	-23	3
Cc1ccc(NC(=O)c2ccco2)c(NC(=O)CN2C(=O)c3ccccc3C2=O)c1	1	-8
N#CCCn1cc(/C=N/O)c(-c2cccc([N+](=O)[O-])c2)n1	7	-7

This is a subset; rates above refer to the full screens.
